From PubChem
RAD54 branch: inhibitors of human RAD54 branch migration, primary screen, biochemical, fluorescence, single point. DNA repair and recombination protein RAD54-like (Homo sapiens), Q92698. inhibition, % at 10.4 µM. 360,000 compounds, 0.14% hits. RAD54 Holliday junction branch migration, FAM/BHQ fluorescence;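 active = mean normalized replicate activity at least 40 and at least half of replicates scoring 40 or more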;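 note: 0% = median of neutral control wells and 100% = median of positive control wells; inhibitors cause a drop in the FAM fluorescence signal; in these data hits start at about 50%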
esBAF inh: Bmi1 luciferase reporter increase in mESCs, primary screen, esBAF inhibitor project, mouse ES cells, Bmi1 luciferase knock-in, single point; 24 h; 100% = twice the neutral-well signal; reporter increase, % at 12.5 µM; 350,000 compounds, 2% hits; in the data active = activation above about 40%;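 note: 0% = median of the plate's neutral control wells and 100% = double that signal; a rise in the Bmi1 reporter signal indicates esBAF inhibition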
CFTR F508del cor: F508del CFTR correction, initial screen, CFBE line, single point; 350,000 compounds, 0.36% hits; activity (quench increase), % at 7.58 µM; CFBE cells, YFP halide quenching; stimulated with forskolin plus potentiator P3; % fluorescence drop versus neutral controls;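 active = mean added fluorescence quench of at least 8% versus neutral control, with both replicates also reaching 8%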;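 note: cells transiently co-express mutant CFTR-F508del with the halide-sensitive YFP; corrector assay measuring rescue of mutant channel to the surface after 24 h compound exposure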
RAD52 inh: RAD52 DNA annealing inhibitors, primary screen, biochemical, FRET, single point, set 2. DNA repair protein RAD52 homolog (Homo sapiens), P43351. recombinant RAD52 DNA annealing, FRET fluorescence. inhibition, % at 18.7 µM. 360,000 compounds, 0.46% hits. AID 651710, 2012;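 active = every replicate showing at least 50% inhibition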
Target sequence (P43351 whole entry, looked up): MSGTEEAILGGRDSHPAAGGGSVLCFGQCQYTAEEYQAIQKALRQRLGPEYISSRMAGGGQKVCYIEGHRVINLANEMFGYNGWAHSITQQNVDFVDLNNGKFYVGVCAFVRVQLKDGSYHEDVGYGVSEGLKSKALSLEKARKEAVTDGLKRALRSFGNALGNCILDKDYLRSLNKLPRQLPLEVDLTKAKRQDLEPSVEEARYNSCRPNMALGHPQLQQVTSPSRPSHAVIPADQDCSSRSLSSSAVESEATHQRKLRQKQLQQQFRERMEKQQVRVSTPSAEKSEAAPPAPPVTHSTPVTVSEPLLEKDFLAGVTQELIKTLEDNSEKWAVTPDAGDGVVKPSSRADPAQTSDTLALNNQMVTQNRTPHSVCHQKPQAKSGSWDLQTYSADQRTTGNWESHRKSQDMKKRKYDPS
Xi reactivation: activators of inactive X chromosome reactivation, primary screen, imaging, XiGFP fibroblasts, GFP high-content imaging, set 2; XiGFP mouse fibroblasts, % GFP-positive cells imaging, 3 d; cells co-treated with 5-aza-dC sensitizer; scaled so ellipticine positive control = 100%; AID 743238, 2013; 360,000 compounds, 0.055% hits; activation, % at 7.58 µM;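 active = mean normalized replicate activation at least 10% and every replicate at or above 10%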;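 note: 0% = median of on-plate neutral control wells and 100% = ellipticine 6 µM median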
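Assay system: SV40-immortalized XiGFP fibroblast cells, line 68-5-11; buffer or medium: DMEM plus 5-aza-dC sensitizer; compound: one concentration, pinned; timing: compounds 3 days, fix/stain 15 min at room temperature; benchmarks: positive control ellipticine, 6 µM final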
ERAP1 HTS inh: human ERAP1 aminopeptidase inhibitors, primary screen, biochemical, single point, plate reader | recombinant ERAP1, Leu-AMC fluorescence, 60 min | 340,000 compounds, 0.15% hits | inhibition, % at 10.7 µM | Endoplasmic reticulum aminopeptidase 1 (Homo sapiens), Q9NZ08;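 active = mean replicate inhibition of at least 30%, or all replicates individually reaching that 30% level; inactive = mean below 30% and not every replicate reaching it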;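 note: 0% = neutral control wells and 100% = L-leucinethiol positive control wells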
ARNT TACC3 PPI: disruptors of ARNT/TACC3 protein interaction, primary screen, biochemical, AlphaScreen, single concentration; AlphaScreen His-ARNT PAS-B/GST-TACC3 binding, luminescence; TACC3 fragment carries E629A point mutation; 390,000 compounds, 0.66% hits; AID 623870, 2012; Transforming acidic coiled-coil-containing protein 3 (Homo sapiens), Q9Y6A5; inhibition, % at 9.99 µM;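 active = mean inhibition of replicates at least 50% and at least half of replicates each reaching 50%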;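 note: 0% = complete ARNT plus TACC3 wells and 100% = ARNT alone without TACC3; many hits fall short of the cut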
INS-1E GSIS act: GLuc luminescence reporter in INS-1E cells, primary screen for activators of glucose-dependent secretion of insulin | INS-1E GLuc reporter insulin secretion, 2-3 h | 370,000 compounds, 0.61% hits | activation, % at 16.6 µM | AID 743287, 2014;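 active = lowest replicate activation of at least 40%, so every replicate reaches that level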;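 note: 0% = median of neutral control wells and 100% = median of IBMX positive control wells; some compounds called inactive have numbers as strong as hits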
Starred values were filed as active, the others as inactive; . = not tested or not shown.

SMILES | RAD54 branch | esBAF inh | CFTR F508del cor | RAD52 inh | Xi reactivation | ERAP1 HTS inh | ARNT TACC3 PPI | INS-1E GSIS act
O=C(C[C@@H]1C[C@H]2c3cc(NC(=O)Nc4ccccc4F)ccc3O[C@H]2[C@H](CO)O1)NCCc1ccccc1 | 7 | 7 | 1.0 | 0 | 0.1 | -4 | -7 | -22
O=C(Cc1c[nH]c2ccccc12)N1CCN(c2ccccc2)CC1 | . | . | -1.5 | -12 | 0.0 | 0 | -3 | -11
CO[C@H]1CN(C)C(=O)c2cc(NS(C)(=O)=O)ccc2OC[C@@H](C)N(C)C[C@@H]1C | 3 | 1 | -0.1 | 0 | -0.5 | 2 | -1 | 7
CC(=O)C1=C(C)NC(=S)NC1c1cc([N+](=O)[O-])ccc1O (configuration not stated) | -5 | -6 | -0.4 | -14 | 0.6 | 6 | 4 | 4
COc1ccccc1CNC(=O)C(=O)NCC1OCCCN1S(=O)(=O)c1ccc(F)cc1C (configuration not stated) | 0 | -8 | 2.2 | -10 | 0.1 | 1 | -5 | -27
C[C@@H]1CCCCO[C@@H](CN(C)CC2CCCCC2)[C@H](C)CN([C@@H](C)CO)C(=O)c2cc(NS(=O)(=O)c3ccc(Cl)cc3)ccc2O1 | -2 | 5 | -2.6 | . | 0.2 | . | -6 | -10
CO[C@@H](C(=O)N(C)C[C@@H]1OCc2ccccc2-c2c(n(C)c3ccccc23)C(=O)N([C@@H](C)CO)C[C@@H]1C)c1ccccc1 | -3 | 0 | -1.0 | 10 | 1.1 | 3 | 1 | 4
CCc1ccc2c(c1)C(c1ccc([N+](=O)[O-])cc1)=NNC(c1ccc(Br)cc1)=N2 | . | . | -2.5 | -5 | 0.0 | 2 | -5 | -1
CCCCn1c(N)c(N(CC)C(=O)C2CCC2)c(=O)[nH]c1=O | -4 | 4 | -1.2 | -1 | -0.1 | 0 | . | -8
CCc1ccc(-c2cc(C)no2)cc1S(=O)(=O)N1CCN(c2cc(C)ccc2C)CC1 | 9 | 2 | 2.6 | -14 | 1.0 | -1 | 1 | 4
O=C(COC(=O)c1ccccc1)Nc1cccc(S(=O)(=O)N2CCCCC2)c1 | -7 | . | -1.8 | -11 | 0.0 | 0 | -3 | -11
N#Cc1ccccc1S(=O)(=O)N1CCN(C(=O)CN2CCCSc3ccccc32)CC1 | -4 | 3 | 6.3 | -17 | 0.0 | -3 | 8 | -11
COc1ccc(/C=N\N=C2/SC(CC(=O)O)C(=O)N2c2ccc(O)cc2)cc1OC (configuration not stated) | . | -1 | . | . | 0.0 | . | -1 | -12
Cc1cc([N+](=O)[O-])ccc1NC(=O)CCC(=O)N1CCCCCC1 | 8 | . | -4.1 | -8 | 0.4 | 2 | 0 | 4
Cc1ccc(NC(=O)CSCC(=O)NCCc2ccccc2)c(C)c1 | -6 | 0 | -5.4 | -10 | 0.3 | -2 | -8 | 0
Cc1cc(C)cc(-n2ncc3c2CCCC3NC(=O)c2cc(C)oc2C)c1 (configuration not stated) | -8 | 6 | 1.4 | -10 | 0.0 | 0 | -4 | -2
COc1ccc([N+](=O)[O-])cc1N(CC(O)CN1C(=O)NC(C)(C)C1=O)S(=O)(=O)c1ccc(C)cc1 (configuration not stated) | -13 | 0 | -2.6 | -5 | 0.0 | -3 | . | .
Cn1c(NCc2cccnc2)nc2c1c(=O)n(Cc1ccccc1F)c(=O)n2C | -2 | 0 | . | -3 | . | -3 | -1 | 20
CC1NS(=O)(=O)c2cc([N+](=O)[O-])ccc21 (configuration not stated) | . | . | 2.7 | 0 | -0.1 | 1 | . | 11
COc1ccc(S(=O)(=O)N(C)C[C@@H]2Oc3ccc(NC(=O)C4CC4)cc3C(=O)N([C@@H](C)CO)C[C@H]2C)cc1 | 10 | 4 | 1.4 | 7 | 0.4 | 5 | -5 | 2
Cc1ccc(C(=O)NC2CCN(C(=O)Nc3ccc(F)cc3)CC2)cc1 | -5 | -7 | -1.4 | -12 | 0.1 | 3 | -9 | -6
O=C(CSc1n[nH]c(-c2cccs2)n1)NCCc1ccccc1 | . | . | -4.1 | 12 | 0.2 | 1 | 2 | -3
COc1ccc(C(=O)Nn2c(C)nc3ccccc3c2=O)cc1[N+](=O)[O-] | . | . | -5.5 | -15 | -0.1 | 2 | -5 | 10
CN1CCN(C(=O)C2=C[C@H](c3coc4ccccc4c3=O)C[C@H](OCc3ccc(CO)cc3)O2)CC1 | 5 | -1 | 2.8 | -9 | 0.0 | 5 | -6 | -4
O=C(C[C@@H]1C/C=C\C[C@@H](Cc2ccc(F)cc2)C(=O)OCCNC1=O)NCCO | 2 | 4 | -3.1 | -8 | 0.0 | 6 | 1 | 0
O=C(Nc1nccs1)C1CCN(S(=O)(=O)c2ccc3c(c2)OCCCO3)CC1 | 6 | 0 | -0.6 | -15 | . | -4 | -4 | -22
COc1ccc(NC(=O)Nc2cccc3c2O[C@H](CN(C)Cc2ccncc2)[C@H](C)CN([C@H](C)CO)C3=O)cc1 | -7 | -3 | -1.7 | 9 | -0.1 | -2 | 20 | 3
Cc1ccc(C(=O)N2CC(=O)Nc3ccc(F)cc3C2c2ccc(F)cc2)cc1 (configuration not stated) | 13 | 3 | 1.7 | -3 | 0.3 | 1 | 4 | -4
COc1ccc(CCNC(=O)CSc2nc3ccsc3c(=O)n2Cc2ccccn2)cc1OC | 0 | 43* | -2.1 | 4 | 0.3 | 1 | . | .
CC1=N/C(=C\c2ccc([N+](=O)[O-])cc2)C(=O)N1c1ccc(Cl)cc1 | 7 | 3 | . | . | . | . | -19 | -1
C=C[C@]1(C)C=C2C(=O)[C@@]3(O)OC(=O)[C@@]4(CCCC(C)(C)[C@H]34)[C@@]2(O)CC1 | 1 | -86 | -7.8 | 10 | 0.6 | -1 | . | -21
Cc1ccc(NC(=O)COC(=O)c2cccc(N3C(=O)c4ccccc4C3=O)c2)cc1 | -6 | . | -3.0 | -1 | 0.0 | . | -10 | -7
COc1ccc(OC(=O)CCN2C(=O)C3C4C=CC(C4)C3C2=O)cc1 (configuration not stated) | . | . | -2.1 | -23 | 0.0 | -3 | -1 | -23
CCCC(=O)N1CCCC1(C)C(=O)NCc1c(F)ccc(C)c1F (configuration not stated) | 15 | -6 | 0.3 | -20 | 0.4 | 1 | . | -7
O=C(Nc1ccccc1)N1C[C@@H]2[C@H](c3ccccc31)[C@@H](CO)N2Cc1ccccc1 | -4 | 18 | -0.2 | -2 | 0.1 | -1 | -1 | 8
O=C(Nc1ccc(Cl)cc1)N1C[C@@H]2[C@H](c3ccccc31)[C@H](CO)N2C(=O)C1CC1 | -8 | 20 | 0.1 | -16 | 0.1 | -3 | 6 | -16
C[C@H]1CN([C@@H](C)CO)S(=O)(=O)c2ccc(-c3cncnc3)cc2O[C@H]1CN(C)Cc1cncnc1 | 2 | 3 | 1.6 | 3 | 0.9 | -2 | 0 | 12
CO[C@H]1CN(C)C(=O)c2ccc(NC(=O)C3CC3)cc2OC[C@@H](C)N(Cc2cc(F)ccc2F)C[C@H]1C | . | 1 | -1.5 | . | 0.2 | . | . | -27
O=C(C[C@@H]1CC[C@H]2[C@@H](COC[C@@H](O)CN2Cc2nccs2)O1)N1CCC(Cc2ccccc2)CC1 | 6 | 2 | 0.2 | -12 | 0.2 | -1 | -2 | -2
O=C(OCCN1CCCCC1)c1cccc(F)c1 | -8 | -7 | 1.6 | -9 | 0.0 | -1 | 8 | -7
CC(C)NC(=O)Nc1ccc2c(c1)C(=O)N([C@@H](C)CO)C[C@H](C)[C@H](CN(C)S(=O)(=O)c1ccc(Cl)cc1)O2 | 10 | 7 | -2.7 | -2 | -1.0 | 0 | -4 | 1
COc1ccc(NC(=O)C2CCCN2C(=O)NCc2ccccc2)cc1 (configuration not stated) | . | -8 | 0.1 | 1 | 0.1 | 2 | -6 | 2
Cc1c(C(=O)NCC2CCCO2)oc2ccc(S(=O)(=O)N3CCCCC3)cc12 (configuration not stated) | -1 | 6 | 1.6 | -16 | -0.1 | 1 | -1 | -3
COc1ccc(C2C(=O)N(C3CCCCC3)CC(=O)N2CC2COc3ccccc3O2)cc1 (configuration not stated) | 3 | 0 | . | . | . | . | -5 | -36
c1ccc(Nc2scc(-c3ccccc3)[n+]2Cc2ccco2)cc1 | . | . | -2.3 | -13 | 0.7 | . | -1 | 0
NC(=O)C1CCN(Cc2nc3c(Br)cc(Br)cc3c(=O)[nH]2)CC1 | . | . | -0.8 | -11 | 0.1 | 0 | -8 | 5
COC(=O)c1sc(NC(=O)c2ccco2)c(C#N)c1C | 0 | 6 | 1.0 | 0 | 0.0 | -2 | 0 | 8
COc1cc(C(O)c2nc(-c3cccc(C(=O)O)c3)cs2)ccc1F (configuration not stated) | -3 | 5 | -2.4 | 0 | 0.0 | -1 | . | 14
CC(C)CC(=O)NC1(C(F)(F)F)C(=O)Nc2c1c(=O)n(C)c(=O)n2C (configuration not stated) | -8 | -6 | . | . | . | . | -2 | 20
C[C@H](CO)N1C[C@H](C)[C@H](CN(C)S(=O)(=O)c2ccccc2)Oc2ccc(NS(C)(=O)=O)cc2CC1=O | 1 | 2 | 0.5 | 2 | 0.3 | 2 | -17 | -3
C#CCN(C[C@H]1[C@H](OC(=O)NCc2ccccc2F)[C@H](OC(=O)NCc2ccccc2F)C[C@H]2C(=O)N(c3ccccc3)C(=O)[C@@H]12)S(=O)(=O)c1ccc(C)cc1 | 4 | 5 | 2.4 | -13 | 0.2 | . | . | -10
CC(=O)Nc1ccc(C=NNC(=O)C2CC2)cc1 | -6 | 18 | 0.4 | -9 | 0.2 | -2 | -2 | 8
N#CC1C(=O)NC(c2ccccc2)=CC1c1ccccc1 (configuration not stated) | 7 | 5 | -2.8 | 5 | -0.2 | -2 | -4 | .
CCC(C(=O)OC)n1c(-c2ccccc2)nc2ccccc2c1=O (configuration not stated) | . | . | 1.1 | 1 | 0.0 | 0 | -15 | -16
Cc1ccccc1CS(=O)(=O)Cc1ccc(C(=O)NC2CCCC2)o1 | -1 | -1 | 0.4 | -1 | 0.1 | 1 | -1 | 15
COC(=O)CS(=O)(=O)c1cccc2cccnc12 | . | . | 2.4 | -9 | 0.2 | -2 | . | -3
CCc1ccc(OCC(=O)OC(C)C(=O)NC2CC2)cc1 (configuration not stated) | -24 | . | -1.1 | -10 | -0.1 | 2 | -16 | -9

Limited to ERAP1 HTS inh and CFTR F508del cor (three entries from above):
Compound,ERAP1 HTS inh,CFTR F508del cor
CCC(C(=O)OC)n1c(-c2ccccc2)nc2ccccc2c1=O (configuration not stated),0,1.1
COc1ccc(NC(=O)C2CCCN2C(=O)NCc2ccccc2)cc1 (configuration not stated),2,0.1
C[C@H](CO)N1C[C@H](C)[C@H](CN(C)S(=O)(=O)c2ccccc2)Oc2ccc(NS(C)(=O)=O)cc2CC1=O,2,0.5

Random draw from the library (roughly 3.3% active in at least one column).
